# SNCA expr inh: Primary qHTS assay for inhibitors of alpha-synuclein gene (SNCA) expression; HEK-293 SNCA-luciferase knock-in, luminescence, 24 h; Potency, µM (titrated, usually from 57.2 µM), for the others: at the highest dose activity change, negative = inhibition, hits mostly inhibitors; actives 0.17% (n = 140,000); AID 1671194, 2021;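 note: potency is the fitted concentration of half-maximal effect; plate controls were DMSO cells for no effect and cell-free wells for full effect; nearly all actives have a fitted effect of over 45% in size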
# FLuc inh: Firefly luciferase inhibition profiling of diverse chemical library using quantitative high-throughput screening | purified P. pyralis luciferase, luminescence, biochemical | Potency, µM (highest dose often 115 µM), inactives show at the top dose activity change, negative = inhibition, usual class: inhibitors | actives 2.5% (n = 76,000) | Luciferin 4-monooxygenase (Photinus pyralis), P08659; note: potency is the fitted concentration of half-maximal effect; nearly all actives have a fitted effect of over 65% in size
#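 Luminescence read by CCD imager after adding enzyme (10nM final) to wells holding compound, titrated in qHTS. Substrates 10uM each D-luciferin and ATP; buffer 50mM Tris acetate pH 7.5, 10mM Mg acetate, Tween-20, BSA.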
# HEK cytotox: Cytotoxic Profiling in HEK 293 Cell Line of Diverse Libraries Using Quantitative High-Throughput Screening. actives 6.6% (n = 94,000). HEK 293 viability, ATP luminescence (CellTiter-Glo), 48-72 h. Potency, µM (doses to about 115 µM), without a hit: top-dose activity change, negative = cytotoxicity, actives largely listed as inhibitors; note: potency is the fitted concentration of half-maximal effect; nearly all actives have a fitted effect of over 60% in size
#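 Read-out: CellTiter-Glo ATP luminescence. Cells: HEK 293, 250 cells/well. Exposure: 48 or 72 hr, 37 degree Celsius.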
# HEK293 viab: GF-AFC viability counterscreen for inhibitors of alpha-synuclein gene (SNCA) expression; actives 0.12% (n = 150,000); Potency, µM (top dose mostly 57.1 µM), for the others: at the top dose activity change, negative = cytotoxicity, usual class: cytotoxic; HEK-293-SNCA-luc viability, GF-AFC fluorescence, 24 h;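 note: potency is the fitted concentration of half-maximal effect; 0% = DMSO-treated cells and -100% = medium-only wells without cells; nearly all actives have a fitted effect of over 30% in size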
#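 HEK-293-SNCA-luc cells (1500/well) plated 24 h, then exposed 24 h to a dilution series; GF-AFC added 30 min at 37C, fluorescence 405/540 nm; normalised to medium-only and DMSO wells, Hill fit.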
# IP6K1 inhibitor: Primary qHTS assay for small molecule inhibitors of Inositol hexaphosphate kinase 1 (IP6K1); IP6K1 kinase, ADP-Glo luminescence, 2 h; hits give low values; activity change, % (series mostly up to about 58 µM); AID 1645851, 2021; actives 0.81% (n = 140,000); Inositol hexakisphosphate kinase 1 (Homo sapiens), Q92551; in the data active = activity change below about -25%
# Target sequence (Q92551 whole entry, looked up): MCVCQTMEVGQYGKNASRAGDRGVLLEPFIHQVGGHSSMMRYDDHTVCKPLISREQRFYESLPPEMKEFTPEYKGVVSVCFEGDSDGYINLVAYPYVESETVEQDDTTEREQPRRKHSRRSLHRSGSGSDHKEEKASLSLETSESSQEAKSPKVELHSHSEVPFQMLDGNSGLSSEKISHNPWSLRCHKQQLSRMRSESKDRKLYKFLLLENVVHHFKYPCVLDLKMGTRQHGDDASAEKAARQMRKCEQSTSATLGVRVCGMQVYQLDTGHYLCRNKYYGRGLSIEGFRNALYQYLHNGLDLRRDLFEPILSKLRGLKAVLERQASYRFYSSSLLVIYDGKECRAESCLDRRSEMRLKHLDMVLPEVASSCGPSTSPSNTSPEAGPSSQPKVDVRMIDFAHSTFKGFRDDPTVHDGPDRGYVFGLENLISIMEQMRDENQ
#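 ADP-Glo luminescence measures ADP made by human IP6K1 during a 2 h RT reaction with ATP/IP6 (mix at 1.3 mM/130 uM); top library doses 57.5 and 19.1 uM final.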
# 3T3 cytotox: Cytotoxic Profiling in NIH 3T3 Cell Line of Diverse Libraries Using Quantitative High-Throughput Screening; NIH 3T3 viability, CellTiter-Glo ATP luminescence, 48-72 h; Potency, µM (series often up to 96.7 µM), for the others: top-dose activity change, negative = cytotoxicity, most hits filed as inhibitors; actives 4.3% (n = 94,000); AID 1345082, 2018; note: potency is the fitted concentration of half-maximal effect; nearly all actives have a fitted effect of over 55% in size
#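 Cells were seeded at 400 per well, treated with pin-transferred compound, and kept 48 or 72 hr at 37 °C before CellTiter-Glo addition and luminescence imaging of cellular ATP.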
# GPT2 inhibitor: Primary qHTS assay for inhibitors of Glutamate pyruvate transaminase 2 (GPT2); Alanine aminotransferase 2 (Homo sapiens), Q8TD30; Recombinant GPT2, coupled pyruvate oxidase/HRP Amplex Red fluorescence; Potency, µM (top dose mostly 57.7 µM), without a hit: at the highest dose activity change, negative = inhibition, actives largely listed as inhibitors; actives 0.25% (n = 100,000); AID 1671188, 2021; note: potency is the fitted concentration of half-maximal effect; nearly all actives have a fitted effect of over 60% in size; many of its hits are not listed in these tables
# Target sequence (Q8TD30 whole entry, looked up): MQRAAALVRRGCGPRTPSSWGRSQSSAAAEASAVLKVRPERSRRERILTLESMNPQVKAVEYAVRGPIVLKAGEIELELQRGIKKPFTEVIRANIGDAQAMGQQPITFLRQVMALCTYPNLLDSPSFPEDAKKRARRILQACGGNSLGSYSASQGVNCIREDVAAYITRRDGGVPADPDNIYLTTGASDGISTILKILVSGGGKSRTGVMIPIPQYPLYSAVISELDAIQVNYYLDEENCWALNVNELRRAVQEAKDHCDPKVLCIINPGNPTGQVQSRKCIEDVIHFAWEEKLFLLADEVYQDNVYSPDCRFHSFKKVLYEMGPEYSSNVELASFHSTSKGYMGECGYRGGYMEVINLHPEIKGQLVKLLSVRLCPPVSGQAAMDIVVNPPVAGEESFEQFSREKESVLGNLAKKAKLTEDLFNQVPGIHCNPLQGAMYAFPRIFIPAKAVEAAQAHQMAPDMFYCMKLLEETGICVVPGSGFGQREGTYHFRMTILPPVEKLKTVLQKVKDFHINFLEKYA
#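 GPT2 10ng/uL, a-KG 250uM, L-Ala 2mM, HEPES pH7.5 + 0.0001% Tween; 30 min RT. Then Amplex mix (PO/HRP/ThPP), 30 min RT dark, fluorescence. AOA 50uM used as positive control.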
# * hit, by the source's call; i = inactive; u = inconclusive; x = not tested or not shown; & = joins results of further samples; ! = not confirmed by another sample; [ ] = another dose, or the depositor's remark. Unless noted, calls come from the whole dose curve; as a rule, active = well fitted curve in the direction sought with a large enough effect; inconclusive = small, poorly fitted or top-dose-only effect, or another doubt; inactive = no such curve, though single readings can be large; an effect the other way counts as inactive or inconclusive. Unless noted, % is set by controls: 0 for no effect and ±100 for the full control effect. An excerpt (hit frequency here may not be typical).
cpd	smiles	SNCA expr inh	FLuc inh	HEK cytotox	HEK293 viab	IP6K1 inhibitor	3T3 cytotox	GPT2 inhibitor
1	CC(C)(C)c1nnc(NS(=O)(=O)c2ccccc2)s1	-2%[25.6 µM]	x	x	11%	-4	x	0%
2	Cc1cccc(Nc2cc(Cl)nc(SCC(=O)O)n2)c1C	13%[25.6 µM]	x	x	-11%	-1&11	x	i
3	COc1ccc(C(=O)Nc2ncc(-c3ccc(C(=O)O)cc3)s2)cc1	x	x	x	-36%	-17	x	4%
4	c1ccc(Cn2c(-c3ccc(OCC(C4CCNCC4)n4c(-c5ccccc5)nc5ccccc54)cc3)nc3ccccc32)cc1 (stereo not given)	x	x	x	u	-13	x	i
5	COc1ccc(CNc2nc(N(CCO)CCO)nc3c2ncn3C(C)C)cc1	x	x	x	u	3	x	u
6	CN(C)C(CCOc1cccc2ccccc12)c1ccccc1 (stereo not given)	x	x	x	-38%	-10	x	i
7	CO/N=C(\C(=O)O)c1csc(NC(=O)CCl)n1	-40%[25.6 µM]	x	x	23%[23.9 µM]	2	x	i
8	CC1(c2nc3c(C(N)=O)cccc3[nH]2)CCCN1 (stereo not given)	x	x	x	-29%	8	x	u
9	CCn1cc(S(=O)(=O)N2CCC[C@H]2c2nc(-c3ccc(F)cc3)n[nH]2)cn1	14%	x	-29%	-19%	14	-30%	1%
10	CCC(=O)O[C@]1(C(=O)SCF)[C@H](C)C[C@H]2[C@@H]3C[C@H](F)C4=CC(=O)C=C[C@]4(C)[C@@]3(F)[C@@H](O)C[C@@]21C	12%	x	x	-10%	7	x	5%
11	OCc1ccccn1	-26%[25.6 µM]	x	x	3%[23.9 µM]	21	x	1%
12	COc1ccc(OC)c(S(=O)(=O)N2CCC([C@H]3[C@@H](OC)C(=O)N3C(C)C)CC2)c1	-5%	-2%	-2%	1%	11	-15%	4%
13	COc1ccc(S(=O)(=O)Nc2c(C)cc(C)cc2C)cc1	x	x	x	-14%	-10	x	1%
14	C/C=C/C=N/NC(=O)c1ccncc1	4%[25.6 µM]	x	x	27%[23.9 µM]	15	x	i
15	C[C@@H](Nc1ncnc2[nH]c(-c3ccc(O)cc3)cc12)c1ccccc1	x	x	x	-20%	-9	x	u
16	CN[C@@H]1C[C@H]2O[C@@](C)([C@H]1OC)n1c3ccccc3c3c4c(c5c6ccccc6n2c5c31)C(=O)N[C@H]4O	4.3µM*	x	x	u	x	x	i
17	COc1ccc(-n2[nH]c3c(cnc4ccccc43)c2=O)cc1	x	x	x	-27%	-4	x	i
18	CCC(Sc1nc2ccccc2c2nc(CCn3cncc3C)nn12)C(=O)Nc1cccc(OC)c1 (stereo not given)	14%	x	x	u	28	x	x
19	NCCNC(=O)c1ccc(Cl)cn1	-42%[25.6 µM]	x	x	8%[23.9 µM]	20	x	i
20	CCCCOc1ccc(CC(=O)NO)cc1	6%	x	x	-24%	14	x	2%&-2%
21	CC(=O)Oc1ccc2c(c1)CC[C@@H]1[C@@H]2CC[C@]2(C)[C@@H](O)CC[C@@H]12	-26%[25.6 µM]	x	x	-29%[23.9 µM]	-14	x	i
22	CCOC(=O)NNc1nncc2ccccc12	41%[25.6 µM]	x	x	-31%[23.9 µM]	-4	x	-6%
23	O=C(O)CCCC[P+](c1ccccc1)(c1ccccc1)c1ccccc1	-23%[25.6 µM]	x	x	44%[23.9 µM]	-13	x	0%
24	CCOC(=O)CN1CCCC1=O	12%[25.6 µM]	x	x	-15%[23.9 µM]	-6	x	i
25	Cc1cc(C(C)Nc2ccccc2C(=O)O)c2nc(N3CCOCC3)cc(=O)n2c1 (stereo not given)	x	x	x	-18%	1	x	i
26	CC(C)(C)OC(=O)c1ncn2c1C(C)(C)Nc1ccccc1-2	x	x	x	-17%	12	x	u
27	CN(C)C/C=C/C(=O)Nc1cc2c(Nc3ccc(F)c(Cl)c3)ncnc2cc1OC1CCOC1 (stereo not given)	x	x	x	u	-1	x	-9%
28	O=C(NCC1CCN(Cc2cccc(Cl)c2)CC1)[C@@H]1CCCN(c2ncnc3c2nc2n3CCCC2)C1	x	x	x	-23%	-2	x	1%
29	Cc1[nH]nc2ccc(-c3cncc(OC[C@@H](N)Cc4ccccc4)c3)cc12	0.17µM*	x	x	9.5µM*!	-6	x	-26%
30	CNC(=O)c1ccccc1Nc1nc(Nc2ccc(N3CCOCC3)cc2OC)ncc1Cl	-14%	x	x	u	-15	x	7.1µM*

# Profiles, quoted from the list. Order of screens: SNCA expr inh | FLuc inh | HEK cytotox | HEK293 viab | IP6K1 inhibitor | 3T3 cytotox | GPT2 inhibitor
# `CO/N=C(\C(=O)O)c1csc(NC(=O)CCl)n1` as listed: -40%[25.6 µM] | x | x | 23%[23.9 µM] | 2 | x | i
# `COc1ccc(-n2[nH]c3c(cnc4ccccc43)c2=O)cc1` as listed: x | x | x | -27% | -4 | x | i

# Later entries.
cpd	smiles	SNCA expr inh	FLuc inh	HEK cytotox	HEK293 viab	IP6K1 inhibitor	3T3 cytotox	GPT2 inhibitor
31	c1cncc(CN2CCC(n3ncc4c(N5CCOCC5)nc(-c5ccc6[nH]ccc6c5)nc43)CC2)c1	u	x	x	-16%&-10%	-1	x	i
32	CC(C)c1ccc(NC(=O)c2cccs2)c(-c2nc3ccccc3[nH]c2=O)c1	x	x	x	-19%	5	x	i
33	C=CCNc1nc(NCC=C)nc(N2CCN(C(c3ccc(F)cc3)c3ccc(F)cc3)CC2)n1	3%[25.6 µM]	x	x	-10%[23.9 µM]	7	x	i
34	CCc1cncnc1N1CCN(Cc2nc3ccc(C(F)(F)F)cc3[nH]2)CC1	-22%	x	x	-18%&-3%	-4	x	-3%&-11%
35	COc1cc(Nc2ncc3c(n2)-c2ccc(Cl)cc2C(c2c(F)cccc2OC)=NC3)ccc1C(=O)O	-10%	x	x	-14%&-11%&-26%	-37*!	x	4%&-17%&4%
36	C/C(=N\O)c1ccc(OCC(=O)N2CCCCC2)cc1	124%[activator][25.6 µM]	x	x	16%	-8	x	1%
37	O=C(Nc1ccccc1Br)N[C@@H]1CCN(c2ccc(C(F)(F)F)cn2)C1	3%	x	x	-3%	x	x	i
38	CC(C)(C)c1ccc(C(=O)CCCCl)cc1	33%[25.6 µM]	x	x	9%[23.9 µM]	1	x	i
39	CC(=O)O[C@H]1Cc2ccccc2N(C(N)=O)c2ccccc21	1%	x	x	9%	x	x	5%
40	CC[C@]1(O)C[C@@H]2CN(CCc3c([nH]c4ccccc34)[C@@](C(=O)OC)(c3cc4c(cc3OC)N(C)[C@H]3[C@@](O)(C(=O)OC)[C@H](OC(C)=O)[C@]5(CC)C=CCN6CC[C@]43[C@@H]65)C2)C1	-41%&-51%[25.6 µM]	x	x	-33%	-6&-1&12	x	u
41	O=C(O)CNC(=O)c1ccccc1	-42%[25.6 µM]	x	x	0%[23.9 µM]	19	x	0%
42	OC1CCC(Nc2ncc3nc(Nc4c(F)cc(F)cc4F)n([C@@H]4CCOC4)c3n2)CC1 (stereo not given in full)	36%[activator]	x	x	0%	x	x	i
43	C=C1CCN([C@H](C)[C@](O)(Cn2cncn2)c2ccc(F)cc2F)CC1	x	x	x	-6%	-5	x	-5%
44	CCc1nc(-c2cccc(C)c2)c(-c2ccnc(NC(=O)c3ccccc3)c2)s1	-11%	x	x	10%&-3%	-9	x	-18%&-3%
45	O=C(NC[C@H](O)CO)c1ccncc1Nc1ccc(I)cc1F	30%[activator]	x	x	-13%	x	x	i
46	Cn1c(=O)n(-c2ccc(C(C)(C)C#N)cc2)c2c3cc(-c4cnc5ccccc5c4)ccc3ncc21	u	x	x	u	-11	x	-2%&-2%
47	C[C@@H](N)c1ccc(C(=O)Nc2ccnc3[nH]ccc23)cc1	-15%	x	x	-25%&8%	-12	x	u
48	O=C(Nc1ccc(Cl)c(Cl)c1)C1CC1	1%[25.6 µM]	x	x	1%[23.9 µM]	-12	x	i
49	O=C(N[C@@H]1CC[C@@H](c2cccc(F)c2F)CN(CC(F)(F)F)C1=O)N1CCC(n2c(=O)[nH]c3ncccc32)CC1	x	x	x	-21%	-5	x	i
50	CCNC(=O)Nc1ccc(-c2nc3c(c(N4CCOC[C@H]4C)n2)CCN(C2COC2)C3)cc1	-24%	x	x	u	x	x	-3%
51	CC(=O)Nc1ccc(S(=O)(=O)Nc2cc(C)on2)cc1	-56%[25.6 µM]	x	x	-15%[23.9 µM]	-5	x	i
52	CCCNC(=O)N(C1CCOCC1)C1CCN(S(=O)(=O)c2ccc(C)cc2C)CC1	-3%	1%	7%	0%	3	-7%	-11%
53	COc1cc2c(cc1OC)CN(C(=O)[C@@H](NCc1ccncc1)C(C)(C)C)CC2	x	x	x	-21%	-10	x	i
54	C/C(=C(\CCO)SS/C(CCO)=C(\C)N(C=O)Cc1cnc(C)nc1N)N(C=O)Cc1cnc(C)nc1N	-20%[25.6 µM]	x	x	-9%[23.9 µM]	4	x	-6%
55	Nc1ncnc2nc[nH]c12	18%[25.6 µM]	x	x	-9%[23.9 µM]	-4	x	5%
56	CC(C)c1cnn2c(NCc3ccccc3)cc(N[C@@H](CO)[C@H](O)CO)nc12	u	x	x	u	3	x	3%
57	C#CCC(Cc1cnc2nc(N)nc(N)c2n1)c1ccc(C(=O)N[C@@H](CCC(=O)O)C(=O)O)cc1 (stereo not given in full)	u	x	x	-8%	x	x	i

# Four consecutive entries already listed:
cpd	smiles	SNCA expr inh	FLuc inh	HEK cytotox	HEK293 viab	IP6K1 inhibitor	3T3 cytotox	GPT2 inhibitor
31	c1cncc(CN2CCC(n3ncc4c(N5CCOCC5)nc(-c5ccc6[nH]ccc6c5)nc43)CC2)c1	u	x	x	-16%&-10%	-1	x	i
32	CC(C)c1ccc(NC(=O)c2cccs2)c(-c2nc3ccccc3[nH]c2=O)c1	x	x	x	-19%	5	x	i
33	C=CCNc1nc(NCC=C)nc(N2CCN(C(c3ccc(F)cc3)c3ccc(F)cc3)CC2)n1	3%[25.6 µM]	x	x	-10%[23.9 µM]	7	x	i
34	CCc1cncnc1N1CCN(Cc2nc3ccc(C(F)(F)F)cc3[nH]2)CC1	-22%	x	x	-18%&-3%	-4	x	-3%&-11%

# Part of the list above, limited to GPT2 inhibitor and HEK293 viab:
item	SMILES	GPT2 inhibitor	HEK293 viab
39	CC(=O)O[C@H]1Cc2ccccc2N(C(N)=O)c2ccccc21	5%	9%
3	COc1ccc(C(=O)Nc2ncc(-c3ccc(C(=O)O)cc3)s2)cc1	4%	-36%

# Screening results (PubChem BioAssay)
